Screens from PubChem.
CaV13 FRET inh = Disruptors of the CACNA1D IQ motif to Ca2+-dependent inactivation inhibitor domain association, primary screening, Förster resonance energy transfer in intact living …; HEK cells, CFP/YFP FRET ICDI-IQ, plate reader, 10 min; percent FRET-ratio fall versus neutral wells; inhibition, % at 12.3 µM; 340,000 compounds, 0.098% hits;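 active = mean replicate inhibition of at least 30% and at least 1% of replicates passing that level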;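 also: 0% = median of the neutral control wells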
Vif imaging = HIV Vif self-association inhibitors, primary screen, imaging, HEK293T, single point | inhibition, % at 7.49 µM | HEK293T cells, Vif self-association by quenched fluorescence, 24 h | 340,000 compounds, 0.35% hits; in the data active = inhibition above about 50%, passing the limit was not always enough; also: some results filed as inactive read as strong as hits
aDG glyco act = activators of alpha-DG glycosylation, primary screen, uHTS, Pro5-aDG cells, AlphaScreen; alpha-DG glycosylation AlphaScreen (IIH6); 0% Pro5, 100% B10-LARGE cell signal; activation, % at 10 µM; 360,000 compounds, 0.22% hits; AID 624168, 2012;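 active = activation of at least 8% versus controls, or a plate z-score of at least 8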;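 also: Pro5 are CHO cells carrying HIG-tagged alpha-DG that lacks glycosylation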
PDI inh = inhibitors of human PDI, primary screen, biochemical, turbidity, single point, plate reader. Protein disulfide-isomerase (Homo sapiens), P07237. PDI insulin aggregation turbidity, A650, 90 min. inhibition, % at 10 µM. 350,000 compounds, 0.052% hits;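 active = mean inhibition across replicates of 30% or more, whatever share of single replicates reach that level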;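 also: absorbance from insulin aggregation driven by PDI reduction with DTT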
Target sequence (P07237 whole entry, looked up): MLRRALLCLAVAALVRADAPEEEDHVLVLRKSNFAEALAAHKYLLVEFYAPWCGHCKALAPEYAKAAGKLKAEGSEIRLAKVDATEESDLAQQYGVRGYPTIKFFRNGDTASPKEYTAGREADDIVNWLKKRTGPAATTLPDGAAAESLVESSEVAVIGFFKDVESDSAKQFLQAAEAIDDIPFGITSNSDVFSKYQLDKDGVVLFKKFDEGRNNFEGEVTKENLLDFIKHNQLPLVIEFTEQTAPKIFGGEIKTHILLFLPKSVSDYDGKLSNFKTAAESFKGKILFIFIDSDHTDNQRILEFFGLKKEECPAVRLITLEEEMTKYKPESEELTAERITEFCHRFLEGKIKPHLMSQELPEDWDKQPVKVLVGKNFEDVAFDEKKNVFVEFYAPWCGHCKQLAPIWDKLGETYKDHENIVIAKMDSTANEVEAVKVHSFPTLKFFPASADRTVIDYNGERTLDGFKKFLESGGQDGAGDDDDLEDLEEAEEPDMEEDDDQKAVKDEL
Exocytosis inh = LAMP-1 surface exposure blockers, TALL-104 cells – cell-based, flow cytometry, MLPCN library, primary screen; 360,000 compounds, 0.66% hits; inhibition, % at 10 µM; TALL-104 LAMP-1 surface exposure; cells stimulated with thapsigargin and PMA; AID 651702, 2012;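 active = inhibition above about 55%, limit read from the data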
iPSC survival up = enhancers of single-cell hiPSC survival, primary screen, ATPlite luminescence; 100% = ROCK inhibitor wells, 0% = DMSO; survival enhancement, % at 20 µM; 360,000 compounds, 0.044% hits; in the data active = survival enhancement above about 18%;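 also: cells exposed to compounds for 16 hours before the ATP read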
NR2E3 ag-1 = NR2E3 agonists in two-hybrid cells, primary screen, cell-based, luminescence, CHO-S, Gal4-NCOR/VP16-NR2E3; Photoreceptor-specific nuclear receptor (Homo sapiens), Q9Y5X4; luciferase; inhibition of corepressor binding, % at 3.98 µM; 360,000 compounds, 0.35% hits; AID 602229, 2012;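 active = inhibition above the mean of all tested compounds plus 3 SD, cut at about 70% in these data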;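 also: 0% = DMSO with NR2E3 transfected cells and 100% = cells lacking NR2E3 construct; higher means lower luciferase signal from less NR2E3 corepressor binding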
Target sequence (Q9Y5X4 whole entry, looked up, the tested form may be a part): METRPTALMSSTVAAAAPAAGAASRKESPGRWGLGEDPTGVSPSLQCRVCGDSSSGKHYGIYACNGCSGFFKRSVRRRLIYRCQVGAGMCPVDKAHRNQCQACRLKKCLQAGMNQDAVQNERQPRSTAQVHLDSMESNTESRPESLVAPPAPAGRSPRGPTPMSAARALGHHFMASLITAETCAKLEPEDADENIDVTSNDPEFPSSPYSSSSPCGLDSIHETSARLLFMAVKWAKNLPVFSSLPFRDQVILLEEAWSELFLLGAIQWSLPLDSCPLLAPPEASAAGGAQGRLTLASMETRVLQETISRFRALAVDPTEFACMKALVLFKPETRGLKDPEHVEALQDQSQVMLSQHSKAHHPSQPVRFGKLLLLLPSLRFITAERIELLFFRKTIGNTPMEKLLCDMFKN
Peg3 prom inh = Peg3 promoter-driven luciferase inhibitors, primary screen, cell-based, HeLa, luciferase luminescence | 360,000 compounds, 1.7% hits | HeLa PEG-Prom luciferase reporter, overnight | inhibition, % at 20 µM | AID 588405, 2011;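 active = inhibition of at least 50% at 20 µM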
NR2E3 ag-2 = inhibitors of NR2E3-RetCOR corepressor binding, primary screen, NR2E3 agonist project, biochemical, TR-FRET, GST-NR2E3, biotin-RetCOR; 1536-well; inhibition of corepressor binding, % at 4.78 µM; 320,000 compounds, 0.12% hits; Photoreceptor-specific nuclear receptor (Homo sapiens), Q9Y5X4; AID 2300, 2010;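 active = percent inhibition above the cutoff of mean plus 3 SD of all tested compounds, set per screening campaign, cut at about 20% in these data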;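 also: 0% = DMSO wells and 100% = biotin wells as full block of FRET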
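System: GST-tagged NR2E3 plus biotinylated RetCOR corepressor; Buffer or medium: pH 7.5 Tris-based buffer; Probe or stimulus: RetCOR corepressor, biotinylated, 7 nM; Doses: compound at 4.8 µM, single dose; Schedule: 5 h incubation at 4 °C; Technique: time-resolved FRET; Evaluation: percent inhibition of TR-FRET ratio; Replication: one well per compound, singlicate testing.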
TRPM1 prom inh = inhibitors of MITF-dependent TRPM1 promoter reporter, primary screen, cell-based, SK-MEL-5, single point, luciferase | inhibition, % at 12.5 µM | 330,000 compounds, 0.83% hits | SK-MEL-5 TRPM1 promoter luciferase, 24 h;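 active = mean inhibition across replicates of 60% or more, whatever share of single replicates reaches that level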; also: values of inactives mirror those of a sister screen read the other way
HIF-2a block = HIF-2a reporter inhibitors, primary screen, luminescence, 786-0 RCC cells | AID 624352, 2012 | 786-0 RCC cells HIF-2a reporter, luciferase luminescence, overnight | 360,000 compounds, 0.72% hits | inhibition, % at 18.8 µM;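 active = inhibition of the luminescence signal of 40% or more relative to plate controls, in a single-dose primary screen at 18.75 µM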
Active calls of the source: *.

Results for O=C(CNC(=O)c1ccncc1)Nc1ccc(F)c(F)c1 ?
CaV13 FRET inh: -2; Vif imaging: -10; aDG glyco act: -0.1; PDI inh: 7; Exocytosis inh: -2; iPSC survival up: 0.3; NR2E3 ag-1: -13; Peg3 prom inh: 4; NR2E3 ag-2: 0; TRPM1 prom inh: 4; HIF-2a block: 8

Results for Cc1cccc(C)c1NC(=O)CNC(=O)c1c(C)nn(C)c1Cl ?
CaV13 FRET inh: -3; Vif imaging: 5; aDG glyco act: 0.6; PDI inh: 3; Exocytosis inh: 4; iPSC survival up: 1.2; NR2E3 ag-1: 3; Peg3 prom inh: 24; NR2E3 ag-2: 0; TRPM1 prom inh: -9; HIF-2a block: 17

How did CN(O)/C=C/C(=O)c1ccc(Br)cc1 do in these assays?
CaV13 FRET inh: -4; Vif imaging: -22; aDG glyco act: -0.3; PDI inh: 5; Exocytosis inh: 2; iPSC survival up: 0.2; NR2E3 ag-1: -7; Peg3 prom inh: 8; NR2E3 ag-2: 0; TRPM1 prom inh: -4; HIF-2a block: 14

How did CCCCN(CC)CCNC(=O)CN1C(=O)COc2ccc(S(=O)(=O)N3CCCC3)cc21 do in these assays?
CaV13 FRET inh: -5; Vif imaging: -3; aDG glyco act: -0.1; PDI inh: -10; Exocytosis inh: 13; iPSC survival up: -1.3; NR2E3 ag-1: -17; Peg3 prom inh: -15; NR2E3 ag-2: 0; TRPM1 prom inh: -12; HIF-2a block: 18

Results for CC(C)CC(=O)N1CCN(Cc2ccc3ccccc3c2)CC1 ?
CaV13 FRET inh: -19; Vif imaging: -2; aDG glyco act: -0.1; PDI inh: -2; Exocytosis inh: 2; iPSC survival up: 0.0; NR2E3 ag-1: -18; Peg3 prom inh: 17; NR2E3 ag-2: 2; TRPM1 prom inh: 6; HIF-2a block: 16

Results for CCOC(=O)NC1(Nc2cccc(Cl)c2)Oc2ccccc2O1 ?
CaV13 FRET inh: -3; Vif imaging: 3; aDG glyco act: 0.7; PDI inh: 3; Exocytosis inh: 2; iPSC survival up: -2.4; NR2E3 ag-1: -40; Peg3 prom inh: -5; NR2E3 ag-2: 0; TRPM1 prom inh: -2; HIF-2a block: -38

What do the screens show for `CCOc1ccc(-n2ccnc(SCC(=O)Nc3ccc(CC)cc3)c2=O)cc1`?
CaV13 FRET inh: -16; Vif imaging: 1; aDG glyco act: 0.0; PDI inh: -3; Exocytosis inh: 20; iPSC survival up: 0.5; NR2E3 ag-1: -8; Peg3 prom inh: 5; NR2E3 ag-2: 1; TRPM1 prom inh: 5; HIF-2a block: 10

What do the screens show for `CCCNC(=O)COC(=O)c1n[nH]c2ccccc12`?
CaV13 FRET inh: -2; Vif imaging: -5; aDG glyco act: 0.1; PDI inh: 5; Exocytosis inh: -1; iPSC survival up: -0.5; NR2E3 ag-1: -23; Peg3 prom inh: -25; NR2E3 ag-2: -1; TRPM1 prom inh: 8; HIF-2a block: 3

What do the screens show for `Cc1ccc(CCC(=O)Nc2ccc(S(N)(=O)=O)cc2)o1`?
CaV13 FRET inh: 0; Vif imaging: -6; aDG glyco act: 1.1; PDI inh: -3; Exocytosis inh: 6; iPSC survival up: 4.9; NR2E3 ag-1: 17; Peg3 prom inh: 7; NR2E3 ag-2: -1; TRPM1 prom inh: -3; HIF-2a block: 10

How did CC(C)NC(=O)CSc1nc(Cc2cccs2)nc2ccccc12 do in these assays?
CaV13 FRET inh: -12; Vif imaging: 1; aDG glyco act: 0.0; PDI inh: 0; Exocytosis inh: 0; iPSC survival up: 2.8; NR2E3 ag-1: -17; Peg3 prom inh: 15; NR2E3 ag-2: 1; TRPM1 prom inh: 14; HIF-2a block: -5

The list goes on; the last 2 above are carried over.
What do the screens show for `Cc1ccc(CCC(=O)Nc2ccc(S(N)(=O)=O)cc2)o1`?
CaV13 FRET inh: 0; Vif imaging: -6; aDG glyco act: 1.1; PDI inh: -3; Exocytosis inh: 6; iPSC survival up: 4.9; NR2E3 ag-1: 17; Peg3 prom inh: 7; NR2E3 ag-2: -1; TRPM1 prom inh: -3; HIF-2a block: 10

How did CC(C)NC(=O)CSc1nc(Cc2cccs2)nc2ccccc12 do in these assays?
CaV13 FRET inh: -12; Vif imaging: 1; aDG glyco act: 0.0; PDI inh: 0; Exocytosis inh: 0; iPSC survival up: 2.8; NR2E3 ag-1: -17; Peg3 prom inh: 15; NR2E3 ag-2: 1; TRPM1 prom inh: 14; HIF-2a block: -5

What do the screens show for `Cc1nn(C(=O)N(C)C)c(C)c1CN1C(=O)c2ccccc2C1=O`?
CaV13 FRET inh: -12; Vif imaging: 9; aDG glyco act: 0.1; PDI inh: -2; Exocytosis inh: 4; iPSC survival up: -0.5; NR2E3 ag-1: 2; Peg3 prom inh: -6; TRPM1 prom inh: 6; HIF-2a block: 12

How did Cc1cccc(OCc2nnc(SCc3cc(=O)[nH]c4ccccc34)n2-c2ccccc2)c1 do in these assays?
CaV13 FRET inh: -7; Vif imaging: -9; aDG glyco act: 0.4; PDI inh: -7; Exocytosis inh: -2; iPSC survival up: -0.2; NR2E3 ag-1: -9; Peg3 prom inh: 8; NR2E3 ag-2: -2; TRPM1 prom inh: 11; HIF-2a block: 28

What do the screens show for `COc1ccc(-c2cc(C(F)(F)F)nc(N3CCN(Cc4ccccc4)CC3)n2)cc1OC`?
CaV13 FRET inh: -4; Vif imaging: 19; aDG glyco act: 0.0; PDI inh: -5; Exocytosis inh: 7; iPSC survival up: -1.7; NR2E3 ag-1: -28; Peg3 prom inh: 5; NR2E3 ag-2: 1; TRPM1 prom inh: 6; HIF-2a block: 16

How did COc1cc(C(CC(=O)Nc2ncccc2C)N2Cc3ccccc3C2=O)cc(OC)c1OC (stereo unspecified) do in these assays?
CaV13 FRET inh: -3; Vif imaging: -6; aDG glyco act: 0.0; PDI inh: -5; Exocytosis inh: -11; iPSC survival up: -0.7; NR2E3 ag-1: -21; Peg3 prom inh: 4; NR2E3 ag-2: 3; TRPM1 prom inh: 6; HIF-2a block: 19

Results for COc1ccc(OC)c(S(=O)(=O)NC(=O)C2(C)CCN2C(=O)CC2CCCC2)c1 (stereo unspecified) ?
CaV13 FRET inh: -11; Vif imaging: 8; aDG glyco act: -0.1; PDI inh: 0; Exocytosis inh: -2; iPSC survival up: 1.9; NR2E3 ag-1: 7; Peg3 prom inh: 4; HIF-2a block: 20

What do the screens show for `Cc1ccc([N+](=O)[O-])cc1NC(=O)c1ccc(CSc2ccccc2)cc1`?
CaV13 FRET inh: -3; Vif imaging: -4; aDG glyco act: 0.1; PDI inh: -6; Exocytosis inh: -4; iPSC survival up: -1.6; NR2E3 ag-1: 19; Peg3 prom inh: -1; NR2E3 ag-2: -2; TRPM1 prom inh: -1; HIF-2a block: -9

Results for CCn1c2ccccc2c2cc(NC(=O)CSc3nnc(C4CC4)n3Cc3ccco3)ccc21 ?
aDG glyco act: 0.2; PDI inh: -2; Exocytosis inh: -1; iPSC survival up: 2.3; NR2E3 ag-1: 3; Peg3 prom inh: 0; NR2E3 ag-2: 6; TRPM1 prom inh: 7; HIF-2a block: -1

How did COc1ccc(-c2nnc3ccc(SCC(=O)N4CCOCC4)nn23)cc1 do in these assays?
CaV13 FRET inh: -6; Vif imaging: -6; aDG glyco act: -0.2; PDI inh: 2; Exocytosis inh: -6; iPSC survival up: 4.0; NR2E3 ag-1: -26; Peg3 prom inh: -1; NR2E3 ag-2: 0; HIF-2a block: 5

What do the screens show for `Nc1cc(S(=O)(=O)Nc2ccccc2Cl)ccc1N1CCOCC1`?
CaV13 FRET inh: -7; Vif imaging: -10; aDG glyco act: 0.5; PDI inh: 3; Exocytosis inh: -2; iPSC survival up: -0.4; NR2E3 ag-1: -17; Peg3 prom inh: -6; NR2E3 ag-2: 0; TRPM1 prom inh: -3; HIF-2a block: -7

Results for Nc1nonc1C(=O)NC(c1ccccc1)c1ccccc1 ?
CaV13 FRET inh: -4; Vif imaging: -4; aDG glyco act: -0.1; PDI inh: -4; Exocytosis inh: -8; iPSC survival up: 6.5; NR2E3 ag-1: -10; Peg3 prom inh: 12; NR2E3 ag-2: 3; TRPM1 prom inh: 9; HIF-2a block: -3

What do the screens show for `Cc1nc2c(OCC(=O)C(C)(C)C)cccn2c1N(C)Cc1cccs1`?
CaV13 FRET inh: -16; Vif imaging: -1; aDG glyco act: 1.3; PDI inh: -1; Exocytosis inh: 21; iPSC survival up: 1.6; NR2E3 ag-1: -13; Peg3 prom inh: -5; HIF-2a block: 2

Results for COc1cc(O)ccc1C=O ?
CaV13 FRET inh: -2; Vif imaging: 5; aDG glyco act: 0.0; PDI inh: 2; Exocytosis inh: 6; iPSC survival up: -0.5; NR2E3 ag-1: -3; Peg3 prom inh: 0; NR2E3 ag-2: -1; TRPM1 prom inh: 6; HIF-2a block: 12

How did COc1cc2cc(CN(CCCO)S(=O)(=O)c3ccccc3)c(=O)[nH]c2cc1OC do in these assays?
CaV13 FRET inh: -9; Vif imaging: 7; aDG glyco act: 0.1; PDI inh: 5; Exocytosis inh: -3; iPSC survival up: -1.9; NR2E3 ag-1: -20; Peg3 prom inh: 5; NR2E3 ag-2: 0; TRPM1 prom inh: 1; HIF-2a block: 9

What do the screens show for `Cc1nnc2sc(SCC(=O)N3CCCCC3)nn2c1=O`?
CaV13 FRET inh: -2; aDG glyco act: 0.1; PDI inh: -4; Exocytosis inh: -2; iPSC survival up: -0.3; NR2E3 ag-1: -26; Peg3 prom inh: -2; NR2E3 ag-2: 0; TRPM1 prom inh: 6; HIF-2a block: 0

What do the screens show for `COCCn1c(SCc2cccc(F)c2)nc2cc(C(=O)OC)ccc2c1=O`?
CaV13 FRET inh: -4; Vif imaging: -16; aDG glyco act: 0.2; PDI inh: 7; Exocytosis inh: 75*; iPSC survival up: 0.0; NR2E3 ag-1: 3; Peg3 prom inh: 3; TRPM1 prom inh: -5; HIF-2a block: 12

Results for COc1ccc(C(=O)CC2(C(=O)O)CCCCC2)cc1 ?
CaV13 FRET inh: -2; Vif imaging: -10; aDG glyco act: 0.1; PDI inh: 7; Exocytosis inh: 0; iPSC survival up: 0.3; NR2E3 ag-1: -24; Peg3 prom inh: 19; NR2E3 ag-2: -4; TRPM1 prom inh: -3; HIF-2a block: 16

How did NC1=NN=C(N2N=C(c3ccc(Br)cc3)CC2(O)C(F)(F)F)n2ncnc2C1 (stereo unspecified) do in these assays?
CaV13 FRET inh: -6; aDG glyco act: -0.3; PDI inh: 5; Exocytosis inh: -2; iPSC survival up: -2.2; NR2E3 ag-1: -5; Peg3 prom inh: 5; NR2E3 ag-2: 2; TRPM1 prom inh: -6; HIF-2a block: 5
